# Compound activity: PubChem, Sanford-Burnham Center for Chemical Genomics
# APJ agonist: APJ receptor agonism. P35414. CHO-K1 APJ PathHunter beta-arrestin, luminescence; 0% DMSO wells, 100% apelin. activation, % at 20 µM. 330,000 tested, 0.11% active;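 active = activation more than six SD over the plate average, tested at 20 µM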;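 note: 0% = DMSO alone and 100% = apelin-13 at 10 nM; some results filed as inactive read as strong as hits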
# Target sequence (P35414 whole entry, looked up): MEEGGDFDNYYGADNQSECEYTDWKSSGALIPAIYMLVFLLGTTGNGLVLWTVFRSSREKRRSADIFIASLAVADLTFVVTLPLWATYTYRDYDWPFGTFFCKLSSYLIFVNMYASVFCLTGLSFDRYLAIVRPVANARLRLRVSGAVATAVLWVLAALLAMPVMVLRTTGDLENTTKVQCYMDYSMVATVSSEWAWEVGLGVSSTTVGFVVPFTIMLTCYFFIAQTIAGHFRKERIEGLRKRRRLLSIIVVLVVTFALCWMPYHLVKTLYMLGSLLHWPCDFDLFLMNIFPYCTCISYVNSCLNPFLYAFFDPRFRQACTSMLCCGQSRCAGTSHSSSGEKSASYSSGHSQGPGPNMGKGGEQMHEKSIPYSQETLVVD
#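 Test system – PathHunter CHO-K1 APJ (AGTRL-1) beta-arrestin reporter cells · Input – 1000 cells/well · Compound – single test compound dose, 20 µM final, 1% DMSO · Times – compound stimulation 90 min at 25 °C, detection 60 min · Technique – beta-gal luminescence · Read-out basis – APJ–arrestin association signal · Control set – negative DMSO alone, positive Apelin-13 at 10 nM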
# tim23-1 inh: tim23-1 yeast growth inhibition | inhibition, % at 20 µM | S. cerevisiae tim23-1 growth, BacTiter-Glo luminescence, 24 h | 330,000 tested, 1.3% active | AID 463212;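 active = growth inhibition of the mutant yeast at or above 50%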;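 note: temperature-sensitive mutant grown at 25 °C; plate controls were DMSO-treated mutant yeast for no effect and medium wells lacking yeast for full effect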
# TIM10 inh: TIM10 yeast growth inhibition; inhibition, % at 10 µM; AID 463195; 330,000 tested, 1.4% active; S. cerevisiae TIM10 strain growth, BacTiter-Glo luminescence, 24 h;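 active = inhibition of 40% or more at the single tested concentration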;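 note: wild-type TIM10 isogenic control strain grown at permissive 25 °C; 0% = DMSO yeast wells and 100% = minimal medium wells without yeast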
# MPTP block: permeability transition pore inhibition | isolated mouse mitochondria, Ca2+ swelling absorbance, 30 min | inhibition, % at 10 µM | 360,000 tested, 1.4% active | AID 602449;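 active = inhibition of 50% or more, scaled per plate between neutral and stimulator controls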;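 note: 0% = DMSO wells given calcium and 100% = 1 mM EGTA wells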
# GRIN3A LBD mod: NR3A (human) ligand-binding domain modulation; AID 1259313; Tm shift relative to glycine control, % at 25 µM; NR3A LBD differential scanning fluorimetry, Tm shift; 0% = protein alone, 100% = glycine-bound protein; 340,000 tested, 2.5% active;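 active = melting temperature shift of at least 10% of the positive control shift, at one fixed dose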
# APJ antag: blocks the human apelin receptor APJ; P35414; CHO-K1 APJ beta-arrestin complementation, luminescence; inhibition, % at 20 µM; 330,000 tested, 0.32% active; AID 2521;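 active = inhibition above about 40% at 20 µM, limit read from the data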;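 note: cells challenged with 10 nM apelin-13 agonist together with compound; plate controls were apelin-13 plus DMSO wells for no effect and DMSO wells lacking apelin-13 for full effect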
# NALP3 yeast inh: inhibitors of NALP3 inflammasome in yeast | 330,000 tested, 0.39% active | Yeast reconstituted NLRP3/ASC/caspase-1, beta-gal luminescence, 24 h | inhibition, % at 10 µM;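 active = inhibition of 50% or more; inactive = inhibition below 50%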;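 note: plate controls were induced DMSO wells for no effect and uninduced yeast grown without galactose for full effect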
# MIN6 prolif: inducers of beta-cell replication in MIN6 cells; MIN6 cells proliferation, ATPlite luminescence, 48 h; cells starved in 0.2% serum; 100% = growth in 10% serum; proliferation, % at 10 µM; 330,000 tested, 0.29% active; AID 2380;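 active = compounds whose signal lies at least 3.5 SD above the mean of all wells on their plate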;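 note: 0% = DMSO-treated cells in low-serum medium and 100% = 10% serum control; some compounds called inactive have numbers as strong as hits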
# tim10-1 inh: growth inhibitors of tim10-1 mutant yeast. 330,000 tested, 2.2% active. S. cerevisiae tim10-1 ts strain growth, BacTiter-Glo, 24 h. inhibition, % at 20 µM;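 active = inhibition of at least 40%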;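 note: mutant grown at 25 °C; 0% = DMSO wells with yeast and 100% = wells holding no yeast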
# * hit, by the source's call; / = no result given.
# Values run as follows: APJ agonist	tim23-1 inh	TIM10 inh	MPTP block	GRIN3A LBD mod	APJ antag	NALP3 yeast inh	MIN6 prolif	tim10-1 inh
COc1cccc(OC)c1C(=O)Nc1ccc(N2CCN(C(=O)c3ccco3)CC2)cc1
    -1	1	3	-0.7	-2	3	10	1	-3
COC(=O)c1ccc(NC(=O)c2ccccc2NS(=O)(=O)c2ccccc2)cc1
    1	39	24	102*	2	7	-6	-5	40*
CS(=O)(=O)N(CC(=O)NCc1ccccc1)c1ccc(Cl)cc1
    -3	15	11	0.0	1	14	13	0	18
O=C1CN(C(=O)COC(=O)CCCOc2ccccc2)c2ccccc2N1
    -3	6	0	-0.1	1	5	9	0	-8
Cc1ccccc1CSc1nnc(NC(=O)C2COc3ccccc3O2)s1 (stereo unspecified)
    -3	15	17	4.5	2	-18	9	-3	26
COc1ccc(NC(=O)N(C)C[C@H]2Oc3c(NC(=O)c4ccncc4)cccc3C(=O)N([C@H](C)CO)C[C@@H]2C)cc1
    -3	5	3	-0.6	-1	-7	10	0	0
CN(Cc1ccccc1)C(=S)NC(=O)c1cccs1
    7	51*	24	-0.4	-2	41*	34	-5	33
CC(=O)C[C@@H](O)CC(=O)[C@H]1OC(=O)CC/C=C\Cc2ccccc21
    -3	9	8	-0.5	-1	-5	15	-5	-1
O=S1(=O)N=C2CCCN2C(c2ccc(F)cc2)N1 (stereo unspecified)
    -6	1	-12	0.3	0	-14	-13	2	-1
COc1cccc(CNC(=O)CCn2ccc3cc(S(=O)(=O)N4CCC(C)CC4)ccc32)c1
    1	14	6	0.1	-2	16	13	0	11
COc1cc(C(=O)OCC(=O)Nc2sccc2C(N)=O)cc(OC)c1OC
    3	10	2	1.4	-1	-22	-2	-3	-3
CC(NC(=O)COc1ccc(/C=N/NC(=O)CO)cc1)c1ccccc1 (stereo unspecified)
    -3	-7	-8	-0.3	6	18	14	-4	-53
CC(C)C1Cc2[nH]c(=O)c(C(=O)O)cc2CO1 (stereo unspecified)
    -4	-2	-15	-0.2	0	0	-3	0	5
COc1ccc(CCC(=O)Nc2ccc3c(c2)OCO3)cc1
    -1	2	0	3.6	-2	6	13	0	3
COc1ccc(CC(=O)Nc2cccc3ncccc23)cc1OC
    -2	1	9	-1.1	-1	-1	0	0	6
Cc1cc(O)ccc1NC1=CC(=O)CC(C)(C)C1
    -4	-1	-10	3.1	-1	4	-5	0	15
O=C(Cc1ccccc1F)Nc1nc2ccccc2[nH]1
    -2	32	17	-1.4	1	-11	-6	-2	34
Cc1ccc(C)c(S(=O)(=O)Nc2ccc(C(=O)NCC(c3ccco3)N3CCCCC3)cc2)c1 (stereo unspecified)
    4	6	5	0.7	-4	-32	-4	-1	12
CCOC(=O)C1(CCOc2ccccc2)CCN(Cc2ccc(CO)o2)CC1
    -4	20	9	14	-3	6	16	-2	18
COC(=O)C(CC(=O)c1cccc(OC)c1)c1ccc(F)cc1 (stereo unspecified)
    -4	1	21	0.6	0	1	22	-2	9
O=C(NCCCN=C1NS(=O)(=O)c2ccccc21)c1ccco1
    4	10	8	-0.5	0	-23	12	-1	4
NS(=O)(=O)c1ccc(CCNC(=O)CSc2nc3ccsc3c(=O)n2CC(=O)O)cc1
    1	8	-5	0.1	-7	-23	10	0	2
Cc1ccc(NC(=O)c2ccc(N3CCCC3=O)cc2)cc1S(=O)(=O)N1CCCCC1
    -1	-7	-1	1.9	1	-5	14	2	-9
Cc1ccc(C(=O)n2nc(C#N)c(C#N)c2N)cc1
    3	8	7	-1.2	1	7	17	-3	-17
CCN1C(=S)N[C@@H](CCc2ccccc2)C(C(=O)OC)=C1C
    7	-3	-8	0.6	2	3	23	-3	37
CCC1(c2ccccc2)NC(=O)N(CC(=O)NCc2ccc(OC)cc2)C1=O (stereo unspecified)
    -2	13	-6	1.4	-7	10	16	0	9
COc1ccc(C(=O)NCCc2nnc3ccc(SCC(=O)NCc4ccc(F)cc4)nn23)cc1
    4	0	12	-0.2	-1	8	-1	1	-1
C=CCN(c1nc(C)cc(OC)n1)S(=O)(=O)c1ccc(C)cc1
    -2	36	23	1.6	2	1	16	-3	29
Cc1ccc(S(=O)(=O)Oc2ccc(/C=N/NC(=O)c3nn(C)cc3Cl)cc2)cc1
    1	8	16	2.0	-7	6	17	-2	40
Cc1ccc(S(C)(=O)=NC(=O)NC(=O)c2c(F)cccc2Cl)cc1 (stereo unspecified)
    -4	13	26	2.6	4	14	5	-2	8
CCOC(=O)C1CCN(S(=O)(=O)C(F)(F)c2nc3ccccc3s2)CC1
    0	35	22	0.4	2	0	-7	-5	28
Cc1ccc(Nc2nc(/N=C/NO)n[nH]2)cc1C
    -6	4	-20	0.4	0	-18	2	2	6
c1ccc(Cn2c(SCc3cn4cccnc4n3)nnc2-c2ccco2)cc1
    -3	3	12	-1.5	1	5	6	-3	5
CCOC(=O)C1Nc2ccc(C(F)(F)F)cc2C2c3ccccc3CC12 (stereo unspecified)
    21	0	-9	-0.7	3	4	46	-8	57*
NC(=O)N/N=C/c1c(O)ccc2oc3c(c12)CCCC3
    4	2	19	0.1	-1	-18	10	0	12
COc1ccccc1/C=N/Nc1nncc2ccccc12
    -2	0	17	0.1	0	12	37	-2	15
Cc1cc(C(=O)N/N=C/c2cc(Br)ccc2OC(=O)c2ccc(Br)cc2)n[nH]1
    -2	0	7	/	/	7	1	0	6
O=C(CCSCCc1ccccn1)Nc1c(F)c(F)c(F)c(F)c1F
    0	8	-11	0.7	-1	-14	-6	-1	0
CCOC(=O)Cn1cnc2c(C#N)c3n(c2c1=O)CCCCC3
    -4	-9	7	-3.1	0	16	-4	1	5
CCOC(=O)C1CCN(C(=O)CN(Cc2ccccc2)S(C)(=O)=O)CC1
    -1	-2	6	-0.7	0	-7	8	0	-7

# Reprinted from above (two entries):
# Values run as follows: APJ agonist	tim23-1 inh	TIM10 inh	MPTP block	GRIN3A LBD mod	APJ antag	NALP3 yeast inh	MIN6 prolif	tim10-1 inh
CCOC(=O)Cn1cnc2c(C#N)c3n(c2c1=O)CCCCC3
    -4	-9	7	-3.1	0	16	-4	1	5
CCOC(=O)C1CCN(C(=O)CN(Cc2ccccc2)S(C)(=O)=O)CC1
    -1	-2	6	-0.7	0	-7	8	0	-7

# Next structures follow:
# Values run as follows: APJ agonist	tim23-1 inh	TIM10 inh	MPTP block	GRIN3A LBD mod	APJ antag	NALP3 yeast inh	MIN6 prolif	tim10-1 inh
COc1ccc(CCNC(=O)CCCc2nnc3n(C)c(=O)c4sccc4n23)cc1OC
    -3	-2	-10	-2.0	0	-10	22	-2	9
O=C(NCCC1=CCCCC1)c1ccc(Cl)c(S(=O)(=O)N2CCCCC2)c1
    -3	28	0	2.7	-3	3	13	-4	25
COc1c(C)cc(Br)cc1C(=O)O
    -5	21	-17	-2.5	-2	-13	-3	0	4
Cc1cc(C)c(NC(=O)COc2nncc3ccccc23)c(C)c1
    1	-2	-3	1.0	0	17	9	2	7
O=C(NCCc1ccc(Cl)cc1)C1CCC(=O)N(C2CCCCCC2)C1 (stereo unspecified)
    -2	7	-2	-2.8	0	11	7	6	10
Cc1cc(OCC(=O)Nc2ccc(N3CCN(C)CC3)cc2)ccc1Cl
    8	-8	6	1.0	0	-25	24	4	-9
Cc1ccc2cc(CN(CC(C)C)S(=O)(=O)c3ccccc3)c(=O)[nH]c2c1
    4	39	16	0.0	1	7	30	-5	17
COc1ccc(C(=O)NCCN2CCCC2)cc1OC
    -1	-19	1	-1.1	-1	1	-7	-3	-9
Cc1nc2scc(C)n2c(=O)c1S(=O)(=O)NCCc1ccc(Cl)cc1
    -4	10	16	-1.4	0	11	23	0	-4
COc1ccc2nc3c(nc2c1)CCCC3
    -2	8	-15	0.7	-1	0	3	-3	19
CCCOc1ccc(C(C)(O)CN2CCOCC2)cc1 (stereo unspecified)
    -6	-1	-16	1.8	-7	-24	15	0	-8
CCn1ncc(/C=C/C(=O)c2ccccc2)c1C
    0	33	3	11	-3	0	5	-2	46*
COC(=O)c1cc(C(=O)NCCC(C)C)cc([N+](=O)[O-])c1
    0	7	1	1.5	-1	1	2	-3	10
CC1(C)CC(=O)C=C(N2CCCC2)C1
    -3	4	9	-0.6	0	15	8	-2	-1
CC1(C)CC(CCNC(=O)c2ccco2)CC(C)(C)N1
    -3	-1	-15	0.8	-1	2	8	0	-23
CCOC(=O)C1Oc2ccccc2C(c2ccc(OC)cc2)=C1C(=O)OC (stereo unspecified)
    /	45	-6	0.5	13*	/	/	/	18
O=C(N/N=C/c1cc(Cl)ccc1O)c1ccccc1Br
    0	65*	54*	11	-8	0	24	-6	42*
Cc1cc(NC(=O)C(C)SCC(=O)Nc2nc3c(F)cc(F)cc3s2)no1 (stereo unspecified)
    -3	4	-2	0.0	0	8	10	3	13
CCOC(=O)N1CCN(c2c(N3CCc4ccccc4C3)c(=O)c2=O)CC1
    -2	6	8	-1.9	2	11	11	1	16
O=C(Cn1nc(C(=O)O)c2ccccc2c1=O)Nc1ccc(F)cc1F
    -4	12	-1	-3.2	2	14	9	1	-2

# Look-ups from the list.
# tim10-1 inh result of O=C(N/N=C/c1cc(Cl)ccc1O)c1ccccc1Br stands at 42*
# tim23-1 inh result of COC(=O)c1cc(C(=O)NCCC(C)C)cc([N+](=O)[O-])c1 stands at 7

# (listing goes on)
# Values run as follows: APJ agonist	tim23-1 inh	TIM10 inh	MPTP block	GRIN3A LBD mod	APJ antag	NALP3 yeast inh	MIN6 prolif	tim10-1 inh
Cc1cc(C(F)(F)F)n2nc(-c3cnn(C)c3C(F)(F)F)cc2n1
    -1	-1	-15	0.6	2	-4	14	-1	6
CCc1cccc(C)c1NC(=O)CN1C(=O)NC(CCc2ccccc2)C1=O (stereo unspecified)
    -3	12	-3	-0.4	2	12	-5	-3	13
CC(NC(=O)CN1C(=O)COc2ccccc21)c1ccccc1 (stereo unspecified)
    7	2	8	4.3	0	7	6	-2	2
Nc1ccc2oc(-c3cccs3)nc2c1
    1	9	24	0.1	-1	-1	17	1	17
COc1cccc(-n2nnc3c(=O)n(Cc4ccc(Cl)cc4)cnc32)c1
    0	21	3	-2.3	2	1	32	0	3
COc1cccc(C(=O)CSc2nnc(COc3cccc4cccnc34)o2)c1
    0	20	8	-0.3	0	20	13	-2	-9
O=C(Cc1ccc(Cl)cc1)N1CCN(c2ccc(F)cc2)CC1
    -2	18	16	0.4	1	5	14	-4	28
CCN(C(=O)Cc1c(C(=O)O)n(CC)c2ccccc12)c1cccc(C(F)(F)F)c1
    0	18	-14	1.6	8	-4	16	-1	18
Cc1ccc(-n2nc3c(c2NC(=O)c2ccc(S(=O)(=O)N4CCOCC4)cc2)CSC3)c(C)c1
    -1	15	-5	1.2	5	-16	0	-2	-3
CC(C)Nc1nc(Oc2cccc(Cl)c2Cl)cc(C(F)(F)F)n1
    -3	13	6	7.3	-3	24	-3	-3	16
CCN1C(=O)[C@H]2[C@@H](c3ccc(-c4ccc5c(c4)OCO5)cc3)N3CCC[C@@]3(C(=O)OC)[C@H]2C1=O
    10	-14	-12	0.6	-2	-6	8	-5	10
Cc1ccc(OCC(=O)NCc2ccccc2)c([N+](=O)[O-])n1
    0	10	2	0.2	0	18	10	0	4
CCOC(=O)C(CCCCCCP(=O)(c1ccccc1)c1ccccc1)NC(C)=O (stereo unspecified)
    -2	8	14	0.8	-2	16	12	-2	10
Nc1nc(SCC(=O)N2CCCC2)[nH]c(=O)c1-c1ccccc1
    -1	0	-4	8.0	1	0	5	-1	10
N#Cc1c(-c2ccccc2)cc(C2CC2)nc1N
    -1	19	10	-0.1	-1	2	-37	-2	42*
NC(=O)c1ccc(Br)c(S(=O)(=O)N2CCCCC2)c1
    -3	-3	6	-0.2	0	3	0	1	5
